Screens from PubChem BioAssay.
NPY2 pot ag: potentiates or activates human NPY-Y2 receptor. cells expressing NPY-Y2, potentiator/agonist read-out. activation, % at 3.6 µM. 0.45% of 220,000 active. AID 1359; in the data active means activation above about 27%;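 further: cells stimulated with NPY near EC25 plus isoproterenol at EC100; 0% = vehicle plus submaximal agonist and 100% = vehicle plus saturating agonist; some results beyond the cut were filed as inactive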
S1P4 ag: activates the human S1P4 receptor | S1P4-expressing cell line, agonist reporter assay | activation, % at 4.98 µM | O95977 | 0.35% of 220,000 active; in the data active means activation above about 11%;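 further: 0% = DMSO vehicle and 100% = reference agonist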
Target sequence (O95977 whole entry, looked up): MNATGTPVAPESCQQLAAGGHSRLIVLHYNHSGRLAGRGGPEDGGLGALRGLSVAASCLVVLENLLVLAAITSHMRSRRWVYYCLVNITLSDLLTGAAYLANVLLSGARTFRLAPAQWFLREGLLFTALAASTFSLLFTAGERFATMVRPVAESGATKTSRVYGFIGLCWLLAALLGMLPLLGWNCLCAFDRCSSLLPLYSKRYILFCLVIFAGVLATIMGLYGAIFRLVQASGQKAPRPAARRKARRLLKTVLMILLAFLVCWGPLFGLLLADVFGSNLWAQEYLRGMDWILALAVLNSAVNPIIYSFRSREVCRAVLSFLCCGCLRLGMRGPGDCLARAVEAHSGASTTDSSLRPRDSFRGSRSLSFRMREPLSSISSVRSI
NPY Y1 blocker: blocks the human neuropeptide Y Y1 receptor; HEK293-CNG Y1 cells, membrane potential fluorescence; NPY at EC95, then isoproterenol; 1% of 200,000 active; inhibition, % at 3.6 µM; P25929;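 active means inhibition above the campaign mean inhibition of all tested compounds plus 3 SD, cut at about 20% in these data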;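 further: 0% = DMSO wells given NPY plus isoproterenol and 100% = isoproterenol alone without NPY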
Target sequence (P25929 whole entry, looked up): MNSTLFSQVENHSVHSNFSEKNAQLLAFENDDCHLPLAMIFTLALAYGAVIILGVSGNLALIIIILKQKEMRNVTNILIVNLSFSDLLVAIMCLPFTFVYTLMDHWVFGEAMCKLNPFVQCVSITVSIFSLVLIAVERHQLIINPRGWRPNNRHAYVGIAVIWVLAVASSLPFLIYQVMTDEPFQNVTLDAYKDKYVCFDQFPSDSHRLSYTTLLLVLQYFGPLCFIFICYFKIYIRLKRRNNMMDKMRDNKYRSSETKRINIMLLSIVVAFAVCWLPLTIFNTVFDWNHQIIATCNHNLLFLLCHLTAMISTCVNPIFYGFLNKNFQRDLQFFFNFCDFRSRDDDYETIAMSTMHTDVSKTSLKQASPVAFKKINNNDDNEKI
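System: HEK293 cells with Y1 receptor plus CNG channel / Probe or stimulus: NPY 25 nM then isoproterenol 1 µM plus Ro 20-1724 25 µM / Compound: one concentration, 3.6 µM, in 0.4% DMSO / Schedule: compound incubation 1 h at room temperature, readout 45 min post-stimulation / Measured by: membrane potential fluorescence / Read-out: % inhibition of NPY effect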
S1P4 antag: antagonists of human S1P4 receptor; O95977; S1P4-expressing cells, antagonist mode, reporter read-out; inhibition, % at 4.98 µM; 0.26% of 220,000 active; AID 1510; in the data active means inhibition above about 29%;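 further: 0% = wells stimulated with agonist and 100% = vehicle wells without agonist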
Runt-CBFb FRET: Runt domain-CBFb interaction inhibition | Cerulean-Runt/Venus-CBFb FRET ratio 530/480, 1 h | 0.46% of 220,000 active | inhibition, % at 20 µM | AID 1496;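 active means inhibition over about 50% at 20 µM in the single-dose screen, limit read from the data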;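 further: 0% = DMSO wells and 100% = excess unlabeled CBFb competitor control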
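Buffer or medium: Tris pH 7.5 buffer with BSA. Assay system: Cerulean-labeled Runt domain protein. Amount: each fluorescent fusion protein 100 nM. Read-out basis: loss of energy transfer signal. Incubation: 1 h compound exposure, room temperature. Probe or stimulus: Venus-CBFb binding partner, 100 nM. Detection: FRET, excitation 422 nm, emission at 530 and 480 nm.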
Ba/F3 V617F tox: loss of viability in JAK2V617F-driven Ba/F3 cells | 1.1% of 220,000 active | inhibition, % at 5.6 µM | Ba/F3 EpoR-JAK2V617F viability, ATP luminescence;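 active means inhibition above the campaign mean plus 3 SD over all tested compounds, cut at about 24% in these data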;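 further: cytokine-independent growth of Ba/F3 cells driven by EpoR plus mutant JAK2; 0% = DMSO-treated cells and 100% = JAK inhibitor I control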
BaF3 parental: reduces parental Ba/F3 cell viability, JAK2V617F counter-screen. inhibition, % at 5.6 µM. AID 1486. CellTiter-Glo ATP luminescence. 1.1% of 220,000 active;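 active means inhibition above a per-campaign cutoff, the mean inhibition of all tested compounds plus 3 SD, cut at about 27% in these data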;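 further: 0% = DMSO wells and 100% = JAK Inhibitor I control wells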
NPY1 pot ag: potentiates or activates human NPY-Y1 receptor; P25929; NPY-Y1 expressing cells, potentiator/agonist activation; activation, % at 3.6 µM; 0.37% of 220,000 active; AID 1304; in the data active means activation above about 33%, passing the limit was not always enough;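 further: cells stimulated with NPY at EC10 then isoproterenol at EC100; 0% = low agonist plus stimulus and 100% = saturating agonist plus stimulus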
RBBP9 inh: blocks human serine hydrolase RBBP9. inhibition, % at 7.94 µM. O75884. recombinant RBBP9, FP-Rh probe fluorescence polarization. 0.2% of 220,000 active;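 active means inhibition above the campaign mean of all tested compounds plus 3 SD, cut at about 14% in these data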;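 further: plate controls were DMSO wells with RBBP9 for no effect and wells lacking RBBP9 protein for full effect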
Target sequence (O75884 whole entry, looked up): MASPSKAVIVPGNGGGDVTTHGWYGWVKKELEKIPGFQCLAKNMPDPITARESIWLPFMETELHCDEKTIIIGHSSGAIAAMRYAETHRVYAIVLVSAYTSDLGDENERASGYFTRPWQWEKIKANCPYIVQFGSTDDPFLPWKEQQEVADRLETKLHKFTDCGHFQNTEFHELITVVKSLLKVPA
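Measured by – fluorescence polarization · Test system – RBBP9 protein · Input – 2.5 µM RBBP9 dispensing solution, before mixing · Measure – percent inhibition from mP, scaled between DMSO and no-protein wells · Benchmarks – DMSO-treated enzyme wells and wells lacking RBBP9 · Times – preincubation 30 min plus labeling 45 min at 25 °C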
* marks the source's active call; other numbers are inactive results.

Screening Cc1nc(NCc2ccco2)c(C#N)c2c1COC(C)(C)C2 returned NPY2 pot ag 5, S1P4 ag 1.0, NPY Y1 blocker 5, S1P4 antag -11, Runt-CBFb FRET -1, Ba/F3 V617F tox -5, BaF3 parental -1, NPY1 pot ag -12 and RBBP9 inh 1.
`NS(=O)(=O)c1ccc(CCNC(=O)c2cccnc2)cc1` gave NPY2 pot ag -8, S1P4 ag 2.4, NPY Y1 blocker 12, S1P4 antag -23, Runt-CBFb FRET -2, Ba/F3 V617F tox -2, BaF3 parental 1, NPY1 pot ag 1 and RBBP9 inh 4.
`CCn1nc(C)cc1C(=O)Sc1cccc(Cl)c1` gave NPY2 pot ag -1, S1P4 ag -0.6, S1P4 antag -4, Runt-CBFb FRET 0, Ba/F3 V617F tox -3, BaF3 parental 2, NPY1 pot ag 3 and RBBP9 inh -2.
Screening COc1ccc(-c2nnc3ccc(SCC(=O)NCc4ccco4)nn23)cc1OC returned NPY2 pot ag 1, S1P4 ag 0.4, NPY Y1 blocker -4, S1P4 antag 0, Runt-CBFb FRET 4, Ba/F3 V617F tox -3, BaF3 parental 1, NPY1 pot ag 0 and RBBP9 inh -5.
Screening FC(F)C(F)(F)c1cc(-c2ccccc2)n[nH]1 returned NPY2 pot ag 14, S1P4 ag 2.7, S1P4 antag -4, Runt-CBFb FRET 1, Ba/F3 V617F tox -3, BaF3 parental -4, NPY1 pot ag 28 and RBBP9 inh -8.
`CN1C=CC(=CC=C2C=CC(=O)C=C2)C=C1` gave NPY2 pot ag 6, S1P4 ag 1.6, S1P4 antag 19, Runt-CBFb FRET -31, Ba/F3 V617F tox -3, BaF3 parental 0, NPY1 pot ag -6 and RBBP9 inh -12.
For S=c1[nH]nc(-c2ccc3ccccc3n2)n1-c1ccc2ncccc2c1 the results were NPY2 pot ag -7, S1P4 ag -1.7, NPY Y1 blocker 11, S1P4 antag -10, Runt-CBFb FRET 19, Ba/F3 V617F tox 3, BaF3 parental 8, NPY1 pot ag -16 and RBBP9 inh -5.
For COC(=O)c1sccc1NC(=O)Cn1cnc2c1c(=O)n(C)c(=O)n2C the results were NPY2 pot ag -2, S1P4 ag -0.8, NPY Y1 blocker -7, S1P4 antag -34, Runt-CBFb FRET -2, Ba/F3 V617F tox 5, BaF3 parental 5, NPY1 pot ag -3 and RBBP9 inh -2.
O=c1c2ccccc2nnn1CSc1ccc2c(c1)OCCO2 was read as NPY2 pot ag 3, S1P4 ag -0.8, NPY Y1 blocker 3, S1P4 antag -28, Runt-CBFb FRET 4, Ba/F3 V617F tox 3, BaF3 parental 5, NPY1 pot ag -18 and RBBP9 inh -2.
For CC1Cc2ccccc2N1C(=O)CCS(=O)(=O)c1cccs1 (configuration not stated) the results were NPY2 pot ag 19, S1P4 ag -0.3, NPY Y1 blocker 0, S1P4 antag -21, Runt-CBFb FRET 0, Ba/F3 V617F tox 3, BaF3 parental 5, NPY1 pot ag 10 and RBBP9 inh -9.

Looked up by compound from above:
Screening FC(F)C(F)(F)c1cc(-c2ccccc2)n[nH]1 returned NPY2 pot ag 14, S1P4 ag 2.7, S1P4 antag -4, Runt-CBFb FRET 1, Ba/F3 V617F tox -3, BaF3 parental -4, NPY1 pot ag 28 and RBBP9 inh -8.
For COC(=O)c1sccc1NC(=O)Cn1cnc2c1c(=O)n(C)c(=O)n2C the results were NPY2 pot ag -2, S1P4 ag -0.8, NPY Y1 blocker -7, S1P4 antag -34, Runt-CBFb FRET -2, Ba/F3 V617F tox 5, BaF3 parental 5, NPY1 pot ag -3 and RBBP9 inh -2.

Next part
Screening O=C(CCN1C(=O)C2CCCCC2C1=O)Nc1nc(-c2ccc(F)c(F)c2)cs1 (configuration not stated) returned NPY2 pot ag -3, S1P4 ag 0.2, NPY Y1 blocker 5, S1P4 antag 5, Runt-CBFb FRET -1, Ba/F3 V617F tox -3, BaF3 parental 6, NPY1 pot ag 12 and RBBP9 inh -13.
For Cc1sc2ncnc(NCCCN3CCCC3=O)c2c1C the results were NPY2 pot ag -6, S1P4 ag 0.8, NPY Y1 blocker 0, S1P4 antag -23, Runt-CBFb FRET -2, Ba/F3 V617F tox 2, BaF3 parental 9, NPY1 pot ag -11 and RBBP9 inh -4.
`CCC(C)NC(=O)C1CCN(S(=O)(=O)N2CCOCC2)CC1` (configuration not stated) gave NPY2 pot ag 4, S1P4 ag -3.4, NPY Y1 blocker 2, S1P4 antag 7, Runt-CBFb FRET -3, Ba/F3 V617F tox 2, BaF3 parental 5, NPY1 pot ag -1 and RBBP9 inh -2.
For O=C(NCC(c1cccnc1)N1CCN(c2ccc(F)cc2)CC1)c1ccco1 (configuration not stated) the results were NPY2 pot ag -30, S1P4 ag -0.1, NPY Y1 blocker 5, S1P4 antag 0, Runt-CBFb FRET -1, Ba/F3 V617F tox 1, BaF3 parental -2, NPY1 pot ag -8 and RBBP9 inh -3.
For COc1ccc(C(=O)CSc2nnc(-c3ccco3)c(-c3ccco3)n2)cc1 the results were NPY2 pot ag 3, S1P4 ag -1.2, NPY Y1 blocker 1, S1P4 antag -5, Runt-CBFb FRET 21, Ba/F3 V617F tox 3, BaF3 parental 3, NPY1 pot ag -13 and RBBP9 inh -7.
c1ccc2c(c1)Cn1nc(Cc3nc4c(s3)CCCC4)nc1-2 was read as NPY2 pot ag -22, S1P4 ag 5.6, NPY Y1 blocker 18, S1P4 antag 3, Runt-CBFb FRET -4, Ba/F3 V617F tox -1, BaF3 parental 1, NPY1 pot ag -14 and RBBP9 inh -4.
Screening O=C(Cc1ccc(F)cc1)Nc1cccc(-c2ccc3nncn3n2)c1 returned NPY2 pot ag -5, S1P4 ag -1.8, NPY Y1 blocker -4, S1P4 antag -8, Runt-CBFb FRET -4, Ba/F3 V617F tox -1, BaF3 parental 3, NPY1 pot ag -15 and RBBP9 inh -11.
For Cc1nn(-c2ccccc2)c(Cl)c1/C=N/NC(=O)c1ccccc1F the results were NPY2 pot ag -10, S1P4 ag 2.2, S1P4 antag 6, Runt-CBFb FRET -1, Ba/F3 V617F tox 0, BaF3 parental 1, NPY1 pot ag 9 and RBBP9 inh -12.
`CC/C(=C/c1sc2ccc(C)cc2[n+]1CCCS(=O)(=O)[O-])SC` gave NPY2 pot ag 2, S1P4 ag 0.2, NPY Y1 blocker 3, S1P4 antag 0, Runt-CBFb FRET 11, Ba/F3 V617F tox -2, BaF3 parental 4, NPY1 pot ag 12 and RBBP9 inh 1.
Cc1cccc(NC(=O)Nc2nnc(N3CCCCC3C)s2)c1C (configuration not stated) was read as NPY2 pot ag -12, S1P4 ag 0.1, NPY Y1 blocker -3, S1P4 antag 0, Runt-CBFb FRET 4, Ba/F3 V617F tox 1, BaF3 parental 4, NPY1 pot ag -16 and RBBP9 inh -6.
`COC(=O)C(NNc1ccc(F)cc1)(NC(=O)c1ccccc1)C(F)(F)F` (configuration not stated) gave NPY2 pot ag -9, S1P4 ag 0.3, NPY Y1 blocker 10, S1P4 antag -14, Runt-CBFb FRET 28, Ba/F3 V617F tox 2, BaF3 parental 9, NPY1 pot ag -2 and RBBP9 inh -5.
`O=C(COC(=O)c1ccc([N+](=O)[O-])s1)Nc1ncc(C(F)(F)F)cc1Cl` gave NPY2 pot ag 7, S1P4 ag -1.6, NPY Y1 blocker 3, S1P4 antag -16, Runt-CBFb FRET 2, Ba/F3 V617F tox 0, BaF3 parental 1, NPY1 pot ag 0 and RBBP9 inh -2.
For O=C(O)c1cccc(NC(=S)N/N=C/c2cccc(O)c2)c1 the results were NPY2 pot ag -3, S1P4 ag -0.9, NPY Y1 blocker 2, S1P4 antag -2, Runt-CBFb FRET 6, Ba/F3 V617F tox -1, BaF3 parental 6, NPY1 pot ag -2 and RBBP9 inh 3.
For N#Cc1c(N)nc2c(c1-c1ccc(F)cc1)CCC2 the results were NPY2 pot ag 5, S1P4 ag -0.5, S1P4 antag 12, Runt-CBFb FRET 19, Ba/F3 V617F tox 4, BaF3 parental -1, NPY1 pot ag -10 and RBBP9 inh 3.
`Cn1nc(-c2ccc(N3CCOCC3)c(NS(=O)(=O)c3ccc(Cl)cc3)c2)c2ccccc2c1=O` gave NPY2 pot ag 13, S1P4 ag -0.3, NPY Y1 blocker 0, S1P4 antag -25, Runt-CBFb FRET -4, Ba/F3 V617F tox -1, BaF3 parental 1, NPY1 pot ag 4 and RBBP9 inh -2.
Cc1ccc(S(=O)(=O)N2CCC(=O)N(CCOC(=O)Nc3ccc(F)cc3)CC2)cc1 was read as NPY2 pot ag 0, S1P4 ag -0.6, NPY Y1 blocker -3, S1P4 antag -10, Runt-CBFb FRET -6, Ba/F3 V617F tox -5, BaF3 parental 3, NPY1 pot ag 4 and RBBP9 inh -6.
Screening O=S(=O)(Nc1ccc(Br)cn1)c1cccs1 returned NPY2 pot ag -5, S1P4 ag -0.3, NPY Y1 blocker 4, S1P4 antag -24, Runt-CBFb FRET 2, Ba/F3 V617F tox 3, BaF3 parental 4, NPY1 pot ag -22 and RBBP9 inh -4.
Screening S=C(c1ccc2c(c1)OCO2)N1CCOCC1 returned NPY2 pot ag -3, S1P4 ag 0.7, S1P4 antag 13, Runt-CBFb FRET 2, Ba/F3 V617F tox 0, BaF3 parental 0, NPY1 pot ag 10 and RBBP9 inh -2.
For CCOC(=O)CSc1nc2c(c(=O)n1-c1ccc(OC)cc1)SCC2 the results were NPY2 pot ag -6, S1P4 ag -1.4, NPY Y1 blocker -3, S1P4 antag -2, Runt-CBFb FRET 0, Ba/F3 V617F tox -1, BaF3 parental 6, NPY1 pot ag 7 and RBBP9 inh -1.
CC1(C)CC(=O)C(C=NCCN2CCN(C3CC(=O)N(c4ccc(Br)cc4)C3=O)CC2)=C(O)C1 (configuration not stated) was read as NPY2 pot ag 3, S1P4 ag -1.0, NPY Y1 blocker 9, S1P4 antag 0, Runt-CBFb FRET 0, Ba/F3 V617F tox -3, BaF3 parental 0, NPY1 pot ag -4 and RBBP9 inh -2.
For NNC(=O)c1cc2ccccc2cc1O the results were NPY2 pot ag 5, S1P4 ag 2.1, NPY Y1 blocker -5, S1P4 antag -19, Runt-CBFb FRET -14, Ba/F3 V617F tox -1, BaF3 parental 3, NPY1 pot ag 8 and RBBP9 inh -4.
Screening COc1ccc(S(=O)(=O)N2CCCC2C(=O)Nc2ccc(C(C)=O)cc2)cc1 (configuration not stated) returned NPY2 pot ag 9, S1P4 ag -0.4, NPY Y1 blocker -1, S1P4 antag -11, Runt-CBFb FRET 1, Ba/F3 V617F tox -2, BaF3 parental 4, NPY1 pot ag 9 and RBBP9 inh -3.
Screening CCNCc1cc(Br)c(OCC(=O)Nc2ccccc2)c(OC)c1 returned NPY2 pot ag -4, S1P4 ag 0.0, NPY Y1 blocker 7, S1P4 antag -3, Runt-CBFb FRET 0, Ba/F3 V617F tox -3, BaF3 parental 1, NPY1 pot ag -26 and RBBP9 inh 2.
